Source: PubChem BioAssay (several laboratories)
GPR7 antag: antagonists of human GPR7 (neuropeptides B/W receptor 1). P48145. GPR7-expressing cells, fluorescence antagonist assay. inhibition, % at 4.4 µM. 290,000 compounds, 1.1% hits. AID 1861; in the data active = inhibition above about 16%, passing the limit was not always enough;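 note: cells stimulated with the agonist NPW; 0% = agonist with vehicle and 100% = vehicle without agonist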
Target sequence (P48145 whole entry, looked up): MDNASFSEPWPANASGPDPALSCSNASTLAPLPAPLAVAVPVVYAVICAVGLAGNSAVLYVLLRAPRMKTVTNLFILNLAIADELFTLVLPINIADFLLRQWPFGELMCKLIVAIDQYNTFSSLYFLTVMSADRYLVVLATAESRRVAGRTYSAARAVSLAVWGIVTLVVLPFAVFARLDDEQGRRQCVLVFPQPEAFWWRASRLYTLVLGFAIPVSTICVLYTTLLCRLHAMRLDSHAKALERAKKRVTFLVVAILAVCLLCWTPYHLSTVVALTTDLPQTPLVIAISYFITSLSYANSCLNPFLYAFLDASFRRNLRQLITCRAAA
MEKK2mut PB1 HTS: signal of MEK5 binding to mutant human MEKK2 PB1 domain; AID 1530; 290,000 compounds, 0.35% hits; percent response, % at 10 µM; bead flow cytometry, Alexa488-MEK5 binding to MEKK2 mutant; in the data active = percent response above about 24%, passing the limit was not always enough; note: inactives centre near 1; some results filed as inactive read as strong as hits; reference of the scale not given here
MEKK3 PB1 HTS: raises or lowers MEK5 binding to the human MEKK3 PB1 domain. Q99759. bead-based flow cytometry, Alexa488-MEK5 binding to MEKK3; actives lie on both sides; 0 = blocked by unlabeled MEK5, 100 = vehicle. binding response (% of control), % at 10 µM. 290,000 compounds, 1.4% hits. AID 1529;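 active = binding response more than 3 SD above or below the average of its plate-row segment, actives on both sides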;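 note: Alexa488 bead fluorescence after subtracting the streptavidin-only scavenger bead signal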
Target sequence (Q99759 whole entry, looked up, the tested form may be a part): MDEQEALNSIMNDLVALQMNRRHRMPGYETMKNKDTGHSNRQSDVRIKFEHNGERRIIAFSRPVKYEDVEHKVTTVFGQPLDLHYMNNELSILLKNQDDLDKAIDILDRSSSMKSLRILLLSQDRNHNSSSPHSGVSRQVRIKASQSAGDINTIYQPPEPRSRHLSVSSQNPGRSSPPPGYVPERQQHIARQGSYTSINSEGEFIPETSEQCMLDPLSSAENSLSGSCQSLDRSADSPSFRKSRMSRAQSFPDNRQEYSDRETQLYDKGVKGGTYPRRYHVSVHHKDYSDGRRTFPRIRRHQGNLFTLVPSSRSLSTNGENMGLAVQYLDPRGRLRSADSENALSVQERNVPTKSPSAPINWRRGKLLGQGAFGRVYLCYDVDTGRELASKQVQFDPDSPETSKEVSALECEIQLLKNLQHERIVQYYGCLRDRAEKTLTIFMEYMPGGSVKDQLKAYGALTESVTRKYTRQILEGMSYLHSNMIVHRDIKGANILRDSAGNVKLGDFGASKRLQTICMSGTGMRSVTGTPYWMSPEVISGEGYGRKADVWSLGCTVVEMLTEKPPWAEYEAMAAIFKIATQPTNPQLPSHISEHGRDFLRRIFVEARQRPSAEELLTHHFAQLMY
OXTR agonist: agonists of human oxytocin receptor | CHO-OTR cells, Fluo-8 calcium fluorescence; normalized: DMSO 0%, oxytocin 100% | AID 2435 | P30559 | activation, % at 3 µM | 320,000 compounds, 0.32% hits;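 active = activation above the mean of all tested compounds plus 3 SD, cutoff set per screening run, cut at about 20% in these data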;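 note: peak over basal fluorescence ratio from a 100 s FLIPR kinetic read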
PHOSPHO1 inh: blocks human PHOSPHO1 phosphatase activity; Q8TCT1; recombinant PHOSPHO1, absorbance phosphatase assay; inhibition, % at 13.3 µM; 290,000 compounds, 1.1% hits; AID 1565; in the data active = inhibition above about 60%
NALP1 yeast inh: inhibitors of NALP1 inflammasome in yeast | 280,000 compounds, 0.61% hits | AID 2071 | inhibition, % at 10 µM | S. cerevisiae NALP1/ASC/caspase-1 growth, X-gal OD620, 72 h; in the data active = inhibition mostly above about 24%, no sharp cut-off; inactive = mostly below about 32%; note: some compounds called inactive have numbers as strong as hits
V1aR counter: activates human V1a receptor in oxytocin agonist counter-screen; P37288; CHO-V1R cells, Fluo-8 calcium fluorescence, agonist mode; 0% DMSO, 100% 3 nM vasopressin; activation, % at 3 µM; 320,000 compounds, 0.25% hits; AID 2797;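 active = activation above the mean activation of all tested compounds plus 3 SD, per screening run, cut at about 20% in these data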;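 note: signal is peak over basal fluorescence ratio across a 100 second FLIPR read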
MEKK2wt PB1 HTS: raises or lowers MEK5 binding to wildtype human MEKK2 PB1 domain; Q9Y2U5; bead flow cytometry, Alexa488-MEK5 binding to MEKK2 WT; actives lie on both sides; binding response (% of control), % at 10 µM; 290,000 compounds, 1.1% hits; AID 1531; in the data active = binding response below about 67% or above about 130%
GalR3 antag: human GalR3 antagonism; AID 651719; O60755; HEK293 GalR3-CNG cAMP membrane potential fluorescence; galR3 body fused to GalR1 C-terminus; 360,000 compounds, 0.44% hits; inhibition, % at 3 µM;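 active = inhibition above the screen-wide average plus 3 SD, cut at about 13% in these data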;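 note: forskolin and galanin both at EC90 stimulate the cells; cAMP rise reported by CNG channel membrane potential dye signal; 0% = forskolin plus galanin with DMSO and 100% = forskolin alone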
Active calls of the source: *; . = no result given.

SMILES,GPR7 antag,MEKK2mut PB1 HTS,MEKK3 PB1 HTS,OXTR agonist,PHOSPHO1 inh,NALP1 yeast inh,V1aR counter,MEKK2wt PB1 HTS,GalR3 antag
Cc1c(C(=O)Nc2ccccc2F)sc2nc3n(c(=O)c12)CCC3,-2,-1,100,0.9,36,7,1.0,104,-8
O=C(Nc1ccc(-c2nc3ncccc3o2)cc1)c1ccco1,0,2,104,0.3,7,10,1.4,103,-2
S=c1[nH]nc(-c2cccnc2)n1/N=C/c1ccc(Br)s1,2,-2,97,-1.1,-2,2,-0.1,97,5
COc1ccccc1NC(=O)Nc1ccccc1C(=O)NCCCN1CCOCC1,-10,-7,95,0.4,-10,14,-0.3,91,2
CC(C)n1c2ccccc2c2nc3ccccc3nc21,1,-2,99,-2.5,-25,-1,-0.1,89,4
COc1cc(NC(=O)CCCc2c[nH]c3ccccc23)cc(OC)c1,6,21,106,2.3,-1,12,0.5,115,-4
O=C(CCCCCn1c(=S)[nH]c2cc3c(cc2c1=O)OCO3)N1CCN(c2ccccc2)CC1,-5,2,99,-1.1,-8,-28,-0.7,100,2
O=C1CN(C(=O)COC(=O)CNC(=O)c2ccc(Cl)cc2)c2ccccc2N1,-6,-3,105,-0.1,41,-3,0.2,89,5
O=C(/C=C/c1ccccc1Cl)Nc1cccc(S(=O)(=O)NC2=NCCCCC2)c1,6,5,109,0.9,-2,27,2.1,111,2
Fc1ccc2nc(Nc3nc4c(F)cccc4s3)sc2c1,2,13,106,-0.6,-15,14,1.8,109,-5
CC(C)c1ccc(CNc2cc(N3CCCC3)ccc2[N+](=O)[O-])cc1,1,4,102,0.3,27,8,2.3,104,-4
O=[N+]([O-])/C=C1\CCCCCN1,-20,21,121,2.0,32,32,7.5,113,0
CCCCn1c(SCC(=O)c2ccc(OC)c(OC)c2)nc2cc(S(N)(=O)=O)ccc21,0,2,109,0.2,31,0,1.8,97,-2
Cc1ccc(NC(=O)c2cc(-c3ccc(C)o3)nc3ccccc23)nc1,-12,-4,99,1.5,-4,10,0.3,97,-4
O=Cc1cc(N=Nc2ccccc2Cl)ccc1O,-21,-2,99,5.7,14,-8,5.1,90,-4
O=C(Nc1ccc(F)cc1F)c1cncc(Br)c1,0,-21,73,0.0,42,15,0.4,73,-1
CCCc1cc(C(=O)N/N=C/c2ccc(CC)s2)c2ccccc2n1,11,-1,99,-1.4,0,-2,-1.6,97,11
CSc1c(SCc2ccccc2)cnn(-c2ccccc2)c1=O,-5,-3,89,-1.5,-17,28,1.4,90,-2
O=C(NCCn1cccn1)C1CCC(=O)N(CC2CCCCC2)C1 (configuration not stated),-18,9,103,0.4,29,4,0.4,104,2
O=C1CN(C(=O)NCC(=O)N[C@H](C(=O)O)c2ccccc2)c2ccccc2N1,-5,-4,97,0.5,7,26,-0.2,100,-8
COc1cc(OC)cc(C(=O)NC2CCN(CC(=O)Nc3cccc4ccccc34)CC2)c1,1,4,98,-2.3,1,10,-0.3,108,-1
CCOC(=O)C1CCN(C(=O)c2ccccc2NC(=O)C2=C(C)OCCS2)CC1,-18,-1,97,-0.4,2,12,-1.2,96,0
Cc1cc(=O)n2[nH]c(C)c(-c3ccccc3)c2n1,-17,.,.,-0.6,10,20,0.3,.,-1
COc1ccc(CCNC(=O)c2cc(-c3ccccc3O)n[nH]2)cc1OC,-3,-9,95,8.9,39,4,9.3,97,-5

Nothing new here: an excerpt of the list.
SMILES,GPR7 antag,MEKK2mut PB1 HTS,MEKK3 PB1 HTS,OXTR agonist,PHOSPHO1 inh,NALP1 yeast inh,V1aR counter,MEKK2wt PB1 HTS,GalR3 antag
COc1cc(OC)cc(C(=O)NC2CCN(CC(=O)Nc3cccc4ccccc34)CC2)c1,1,4,98,-2.3,1,10,-0.3,108,-1
CCOC(=O)C1CCN(C(=O)c2ccccc2NC(=O)C2=C(C)OCCS2)CC1,-18,-1,97,-0.4,2,12,-1.2,96,0

Next section:
SMILES,GPR7 antag,MEKK2mut PB1 HTS,MEKK3 PB1 HTS,OXTR agonist,PHOSPHO1 inh,NALP1 yeast inh,V1aR counter,MEKK2wt PB1 HTS,GalR3 antag
O=C(c1ccc(CS(=O)Cc2cccc(Cl)c2)o1)N1CCN(C2CCCCC2)CC1 (configuration not stated),-4,2,102,0.3,-11,5,0.5,106,-8
O=C(c1ccc(F)cc1)N1CCN(C2=NS(=O)(=O)c3ccccc32)CC1,-15,2,105,0.7,9,-19,0.3,105,0
CC(C)c1ccc(NC(=O)Cn2cccc2C2=NC(c3ccccc3)CO2)cc1 (configuration not stated),-4,-2,98,-2.0,-21,30,1.4,101,-1
O=C(N/N=C/c1cccnc1)c1ccc(NC(=O)c2cccc(Cl)c2)cc1,1,-9,92,0.3,24,7,2.4,84,-4
CC1CCN(CCCNC(=O)CN2CCN(Cc3ccc(Cl)cc3)C2=O)CC1,2,-9,68,0.2,-4,26,-0.9,80,5
O=S(=O)(NCc1ccccc1)c1ccc(-c2cnc(C3CC3)o2)cc1,-2,1,99,4.0,21,5,5.8,99,-3
O=C(Nc1nnc(-c2ccccn2)o1)c1cccc(Cl)c1,0,-6,87,4.3,-23,-1,4.1,96,-2
Cc1cnc(C(=O)OCC(=O)NC2CCCCCCC2)cn1,1,-3,97,-0.6,36,-12,-0.6,97,-4
O=C(COC(=O)/C=C/c1cccc(Br)c1)NCCC1=CCCCC1,-10,-1,107,-1.6,-26,18,-0.3,107,0
Cc1ccc2c(c1)S/C(=C\c1cccc[n+]1C)N2CCO,-6,1,97,0.4,.,6,-0.5,102,-9
CCOC(=O)N1CCN(C2=C(NS(=O)(=O)c3ccc(C)cc3)C(=O)c3ccccc3C2=O)CC1,-11,4,103,-2.4,34,-2,-1.1,105,0
O=C(c1cc2cc(Br)ccc2s1)N1CCOCC1,-13,2,102,-0.8,16,6,-0.4,102,-1
Cc1ccc(OCC(=O)N2CCC(N3CC(C)CC(C)C3)CC2)cc1 (configuration not stated),-11,7,102,0.8,23,13,0.0,110,-1
CCOc1ccc2nc(SCC(=O)NCc3ccco3)sc2c1,22,0,100,-0.4,17,7,-0.6,95,1
CNC(=S)NNC(=O)c1cccc(C(F)(F)F)c1,-4,5,103,1.6,7,-1,-0.3,104,-4
O=C(Cn1cnc2c(nnn2-c2ccccc2)c1=O)NCCc1ccccc1,0,-1,97,-0.2,8,.,-0.7,97,.
O=C(NCCCn1ccnc1)c1ccc2ccccc2c1,0,5,99,-0.1,32,8,0.6,108,0
COc1ccccc1-c1cc(C(=O)N/N=C\c2cnn(C)c2C)c2ccccc2n1,-6,-1,98,-1.3,-26,-3,1.4,100,0
COc1ccc(N2C(=O)CN=C2Nc2nc(C)cc(C)n2)cc1,-10,2,104,2.6,-21,8,1.4,102,-5
O=C(c1c(F)cccc1F)N(Cc1ccccn1)C1CCCC1,-6,8,106,-1.0,-4,-9,-0.3,109,.
CCOC(=O)C1CCN(C(=O)Cn2cc3c(n2)CCC(C)C3)CC1 (configuration not stated),4,4,106,-0.6,2,20,-0.2,105,3
Cc1ccc(N(CC(=O)Nc2c(C)n(C)n(-c3ccccc3)c2=O)S(C)(=O)=O)c(C)c1,0,2,100,1.4,54,2,0.0,103,-1
CCn1c(SCc2cccnc2)nnc1-c1c[nH]c2ccccc12,-3,10,114,1.8,32,-6,2.8,117,.
Oc1c(Cl)cc(Cl)cc1CNc1ccc(Br)cn1,-3,3,106,0.9,21,-13,0.7,118,0
CC(C)(C)OC(=O)N1CCOCCOCCN(C(=O)OC(C)(C)C)CCOCCOCC1,-8,0,103,0.8,42,-4,1.9,104,7
O=C(NC1CCCCCC1)c1cc(S(=O)(=O)N2CCC3(CC2)OCCO3)ccc1F,-10,5,100,3.3,6,6,3.6,99,-3
O=C(Nc1nnc(-c2ccccn2)o1)c1ccc(Br)cc1,-3,21,105,0.9,-14,10,0.9,118,-7
CCCc1cc(=O)oc2cc(OC(C)C(=O)NCc3ccccn3)c(Cl)cc12 (configuration not stated),-4,4,99,2.1,33,-2,1.1,100,1
COc1ccc(C(C(=O)NCC2CCCO2)N(C(=O)Cn2nnc3ccccc32)c2ccccc2C(C)=O)cc1OC (configuration not stated),-2,4,100,0.6,31,5,0.0,103,-7
COc1ccc(N2CCC(CNC(=O)Nc3ccccc3)C2)cc1 (configuration not stated),1,11,101,0.1,36,6,0.9,108,4
O=C1CSC(c2cn(-c3ccccc3)nc2-c2cc3ccccc3o2)N1Cc1ccccc1 (configuration not stated),5,.,.,-0.7,16,-11,0.0,.,-1
COc1ccccc1CN1CCNC(=O)C1CC(=O)NC1Cc2ccccc2C1 (configuration not stated),-7,7,103,-0.4,10,6,0.7,112,-4

Sorted by the number under PHOSPHO1 inh (descending): 3 from the list above.
SMILES,GPR7 antag,MEKK2mut PB1 HTS,MEKK3 PB1 HTS,PHOSPHO1 inh,NALP1 yeast inh,MEKK2wt PB1 HTS,GalR3 antag
CCOC(=O)N1CCN(C2=C(NS(=O)(=O)c3ccc(C)cc3)C(=O)c3ccccc3C2=O)CC1,-11,4,103,34,-2,105,0
O=C(c1ccc(F)cc1)N1CCN(C2=NS(=O)(=O)c3ccccc32)CC1,-15,2,105,9,-19,105,0
O=C(/C=C/c1ccccc1Cl)Nc1cccc(S(=O)(=O)NC2=NCCCCC2)c1,6,5,109,-2,27,111,2

Remaining list, next part.
SMILES,GPR7 antag,MEKK2mut PB1 HTS,MEKK3 PB1 HTS,OXTR agonist,PHOSPHO1 inh,NALP1 yeast inh,V1aR counter,MEKK2wt PB1 HTS,GalR3 antag
CN(C/C=C/c1ccccc1)C1CCCCC1,-18,-2,101,0.5,3,3,0.8,98,-6
COc1ccc(C(=S)N2CCOCC2)cc1OC(=O)c1cc(OC)c(OC)c(OC)c1,-4,1,96,-1.5,19,-4,-0.5,102,-7
O=C(CNC(=O)c1ccc(OC(F)F)cc1)NC1CCCc2ccccc21 (configuration not stated),-3,-7,96,-0.5,38,24,0.3,93,-4
Nc1nc(N)c2c(n1)CCCC2,-5,-8,98,0.4,27,.,0.5,97,-8
COc1ccc(-c2noc(-c3ccccc3C(=O)N3CCOCC3)n2)cc1,4,1,103,0.5,14,11,-0.6,103,-7
O=C1C(=O)N(Cc2cccnc2)C(c2ccc(Br)cc2)/C1=C(\O)c1ccc2c(c1)OCCO2 (configuration not stated),24,-4,100,-0.1,27,20,0.4,100,-7
Cc1nn2cc(-c3ccc(Cl)cc3)cnc2c1Br,-4,-40,97,-0.3,53,-41,0.2,100,-1
CC1CCCN(C(=O)Cn2c(=O)oc3cc(S(=O)(=O)N4CCCCC4)ccc32)C1 (configuration not stated),-12,7,103,0.2,41,27,1.1,103,2
O=C(COC(=O)c1ccccn1)NC1CCCCC1,0,5,101,-0.1,8,-1,0.7,101,0
CC(Oc1ccc(Cl)cc1Cl)C(=O)NNC(=O)C(=O)N1CCCC1 (configuration not stated),-9,5,101,-0.7,31,7,-1.0,104,-4
CC(C)(C)c1cnnn1-c1ccc([N+](=O)[O-])cc1,3,1,98,0.5,16,0,0.3,101,-3
O=C(O)CC1CCCC(c2ccccc2)C1=O (configuration not stated),-7,-1,96,1.2,-2,13,0.7,98,-1
CCN1CCN(S(=O)(=O)CC2(C)C3CCC2(C)C(=O)C3Br)CC1 (configuration not stated),-4,-2,100,0.5,12,3,1.5,102,-7
O=C(NCc1cn2ccccc2n1)C1CCC(=O)N(Cc2ccccc2F)C1 (configuration not stated),0,-1,102,-1.0,38,-6,0.1,102,-8
O=C1NC(c2ccc(Cl)c([N+](=O)[O-])c2)Nc2ccccc21 (configuration not stated),-2,-7,93,0.5,41,4,0.5,95,-3
COc1cc2c(C(=O)NCc3ccc4c(c3)OCO4)cn(CC(C)C)c(=O)c2cc1OC,-3,-2,85,-0.9,-15,27,-1.2,82,1

No enrichment for hits (roughly 5.4% active in at least one column).
